All columns: NCI-60 one-dose screen, growth in % after 48 h at 10 µM unless noted; 100 = growth as untreated, 0 = no growth, -100 = all killed.
LOX IMVI: LOX IMVI melanoma; actives 7.4% (n = 79,000); AID 1794757
SK-MEL-2: SK-MEL-2 melanoma; actives 4.7% (n = 77,000)
MDA-MB-231: MDA-MB-231 breast cancer. actives 5% (n = 81,000)
T-47D: T-47D breast cancer; AID 1794792; actives 5% (n = 79,000)
MCF7: MCF7 breast cancer. actives 6.3% (n = 82,000). AID 1794796
HS 578T: HS 578T breast cancer. actives 4.1% (n = 78,000). AID 1794788
MALME-3M: MALME-3M melanoma; actives 5.8% (n = 78,000); AID 1794766
BT-549: BT-549 breast cancer. actives 4.4% (n = 78,000)
Numbers without * were called inactive; / = not tested or not shown; [ ] = another dose, or the depositor's remark. How the source made its calls: active means growth percent below 10; inactive means the rest.

SMILES	LOX IMVI	SK-MEL-2	MDA-MB-231	T-47D	MCF7	HS 578T	MALME-3M	BT-549
COc1ccc2cc(C3=NN(C(N)=S)[C@@H](c4ccccc4)C3)ccc2c1	59	92	95	51	57	80	98	84
Nc1[nH]c(=O)nc2c1cnn2-c1ccc(Cl)cc1	100	118	105	100	97	104	104	103
CCOC(=O)c1c(NC(=O)c2ccc(C(C)C)cc2)sc2c(CN(C)C)c(O)ccc12	-83*	88	58	61	15	86	-46*	90
Cc1ccc2nc(-c3ccc(N4C(=O)/C(=C/c5ccc(F)cc5)N=C4c4ccccc4)cc3)sc2c1	79	80	31	57	79	101	93	100
Cc1ccc(CCC=O)cc1	106	/	102	106	95	104	105	/
COc1cccc(/C=C2/C[C@]3(C)[C@H]4CC[C@@H]5[C@@H](C(=O)/C=C/c6cccc(OC)c6OC)CC[C@@]5(C)[C@]4(C)CC[C@H]3C(C)(C)C2=O)c1OC	86	87	103	84	62	103	106	101
O=C(CN1CCN(c2cc3c(cc2F)c(=O)c(C(=O)O)cn3C2CC2)CC1)Nc1cc(=O)[nH]c(=O)[nH]1	101	107	102	103	101	96	95	83
C=CCC(CCC)(C(=O)Nc1ccc2nc(C)cc(N)c2c1)C(=O)Nc1ccc2nc(C)cc(N)c2c1	96	103	94	104	85	104	95	89
Cc1cc(=O)oc2cc(N(C)C)ccc12	86	114	98	78	46	100	107	93
Nc1nc(N)c2c(n1)NC(c1ccc(F)cc1)C1CCc3ccccc3C1=N2 (stereo unspecified)	53	98	81	50	27	84	17	/
O=C1OC2C(I)C3CC1C2C3 (stereo unspecified)	94	107	108	94	103	117	79	100
OC(CBr)C(O)C(O)C(O)CBr (stereo unspecified)	96	101	102	100	100	100	/	114
C=CCn1cc(-c2nc3ccccc3s2)c2cc(-c3ccc4c5c(cccc35)C(=O)N(c3ccc(F)cc3)C4=O)ccc21	94	107	102	77	95	94	103	99
COc1ccc(C2CC(=O)Nc3ncn(-c4ccc(F)cc4)c32)cc1O (stereo unspecified)	98	104	91	84	103	100	97	92
Cn1ccnc1C(=O)C(=O)Nc1ccc(CC(=O)Nc2ccccc2)cc1	100	123	109	112	92	101	101	103
O=NN(Cc1cccnc1)C(=O)NC1CCCCC1	103	119	127	98	93	118	102	112
O=C1/C(=C\c2cccn2Cc2ccc(Cl)cc2)c2ccccc2N1c1c(Cl)cccc1Cl	92	/	68	25	13	97	79	94
O=S=NCCCCl	95	80	111	97	92	/	101	102
Cc1ccc2nc(NC(=O)CSc3nc(Cl)c(C#N)c(-c4ccccc4)n3)sc2c1	94	102	111	89	92	96	104	103
O=C1c2cccc3c([N+](=O)[O-])ccc(c23)C(=O)N1CCCCl	-85*[100 µM]	-95*[100 µM]	-93*[100 µM]	-48*[100 µM]	-66*[100 µM]	23[100 µM]	-74*[100 µM]	-98*[100 µM]
COc1ccc(-c2nn(-c3ccccc3)cc2C2SCC(=O)N2c2ccccc2)cc1OC (stereo unspecified)	98	110	100	93	95	107	123	110
N#CC1=C(N)OC2=C(C(=O)CCC2)C1c1cccs1 (stereo unspecified)	94	100	121	104	98	108	113	102
O=NC1C(Cl)C2CC1C1COCC21 (stereo unspecified)	100	103	109	99	93	107	112	104
N#Cc1c(Nc2ccc(Cl)cc2)nn2c(-c3ccc(Br)cc3)c(-c3nc4ccccc4s3)c(N)nc12	100	108	88	93	87	109	96	114
Oc1ccc(N2CCOCC2)cc1	107	109	109	92	89	105	110	95
CCOC(=O)c1c(-c2cc(OC)c(OC)c(OC)c2)csc1N	95	101	105	94	78	104	92	117
COc1cc(CC2Sc3nc4ccccc4n3C2=O)cc(I)c1O (stereo unspecified)	93	105	107	83	93	108	109	102
O=S(=O)(Nc1cc(Cl)c(F)c(Cl)c1)c1ccc(-c2cnc(C3CC3)o2)cc1	43	52	56	30	20	31	55	67
N#CCCCCN1CCCCC1	101	105	114	110	97	101	120	122
OCc1cccc2ccccc12	102	/	112	103	96	/	132	/
OC(CNc1ncccn1)c1ccccc1 (stereo unspecified)	91	91	90	105	84	105	110	138
COc1cc(/C=C2\Cc3c(Br)cccc3C2=O)cc(OC)c1	94	95	88	88	66	100	97	97
Cc1cc(=O)c2c(N(C)C)cccc2[nH]1	89	98	98	79	89	106	91	103
CCNCc1ccc(O)c2ncccc12	31	15	47	27	17	40	61	41
CC(C)(C)OC(=O)Nc1ccc(Nc2nc(NCCN3CCOCC3)ncc2[N+](=O)[O-])cc1	96	103	94	84	94	95	107	100
CCOC(=O)C(/C=N/C(=S)Nc1ccc(S(=O)(=O)Nc2ccccn2)cc1)=C(/O)c1ccccc1	93	107	99	88	89	102	108	95
COc1ccc(C2CC(c3cccc(Nc4nc(Cl)nc5cc(OC)c(OC)cc45)c3)=Nc3c(N)nc(N)nc3N2)cc1 (stereo unspecified)	54	100	87	82	74	94	/	81
COc1ccc2nc3cc(Cl)ccc3c(N3CCN(c4ccnc(Cl)n4)CC3)c2c1	/	/	110	89	71	110	104	118
COC(=O)[C@]1(C)CCC[C@]2(C)[C@H]3C[C@@H]4[C@H]5[C@@H]6CC/C(=N\N)[C@H]5[C@@]3(CC[C@H]21)C[C@]4(C(C)C)O6	103	107	108	99	94	98	94	111
COc1cc(-c2noc(-c3cccnc3)n2)cc(OC)c1OC	102	105	89	97	97	94	98	97
COC1=Nc2ccccc2N2CCN=C12	94	/	94	104	98	99	110	117
CSc1ccc(CCNc2nc(N)nn2S(=O)(=O)c2ccc(NC(C)=O)cc2)cc1	96	108	91	89	96	103	105	98
Cc1ccc2nc(-c3c(-c4ccccc4)nc4ncccn34)[nH]c2c1	/	99	94	87	99	/	103	100
CC(=O)NCCNS(=O)(=O)c1ccccc1	101	105	113	102	100	105	112	/
Nc1c(N=Nc2ccc([N+](=O)[O-])cc2)cc(S(=O)(=O)O)c2ccccc12	99	102	91	115	96	98	102	104
Cc1oc(-c2ccccc2Cl)cc1C(=O)Nc1nccs1	/	90	77	62	50	92	92	100
O=S(c1ccccc1)C(c1ccccc1)c1ccccc1 (stereo unspecified)	82	102	93	93	116	93	164	100
Cc1nc(-n2[nH]c(=O)ccc2=O)sc1N=Nc1ccccc1	102	108	102	94	94	95	102	96
COC(=O)c1cc(-c2ccccc2)[nH]c(=O)c1C#N	104	125	/	/	80	90	95	99
O=C(O)c1ccc2c(c1)C(=O)OC2=O	104	111	100	109	99	115	111	118
Cc1ccc(/C=C/C2=NN(c3ccc(-c4ccc(Cl)cc4)nn3)C(c3ccc(C)s3)C2)s1 (stereo unspecified)	93	115	100	94	94	100	97	96
COc1cc(F)ccc1/C=C/C(=O)/C=C(/C=C/c1ccc(F)cc1OC)OB(F)F	68	85	114	74	48	104	83	104
C#CCOc1cccc(Nc2ncc3ncn(C4CCN(C(=O)C=C)C4)c3n2)c1 (stereo unspecified)	93	93	83	65	73	76	105	83
COc1ccc(OC)c(-c2nc(SCC(=O)c3ccc(Cl)cc3)[nH]c(=O)c2C#N)c1	98	119	98	108	102	89	100	97
Cc1ccc(-c2cc3nc(-c4ccccc4)nc(C(Cl)Cl)n3n2)cc1	/	27	-50*	-47*	-11*	-42*	-3.1*	60
Cc1ncnc(N)c1CCCNc1ccccc1	96	103	107	99	102	98	/	101
CCc1c(-c2ccccc2)nc(N)nc1-c1nc(N)nc(-c2ccccc2)c1CC	95	109	/	/	95	93	91	115
Cc1nnc(-n2cccc2)s1	96	105	105	110	98	95	86	99
CCC(C)(CC)c1ccc(O)c(C)c1	97	82	106	101	99	101	100	99
COc1ccc(Nc2cc(C)c(C#N)c3nc4ccccc4n23)cc1	94	88	93	108	90	94	120	87
New compounds follow
SMILES	LOX IMVI	SK-MEL-2	MDA-MB-231	T-47D	MCF7	HS 578T	MALME-3M	BT-549
O=C(Nc1ccccc1Cl)Oc1ccc(-c2ccccc2)cc1	106	120	107	106	110	180	122	113
COC(=O)[C@]1(C)CCC[C@]2(C)[C@H]3C[C@H]4C(C(C)C)=C[C@]3(CC[C@H]21)[C@H]1[C@@H]4[C@@H](OCCc2nn[nH]n2)CC[C@@H]1OCCc1nn[nH]n1	92	87	72	80	67	87	84	85
CC(=O)NC1C(Nc2ccc(S(=O)(=O)Nc3cc(C)nc(C)n3)cc2)OC(CO)C(O)C1O (stereo unspecified)	100	100	115	100	94	101	112	105
Cc1c(-c2ccc3c(c2)OCO3)no[n+]1[O-]	98	109	99	93	95	104	116	112
CCCOc1cc(C)c(C(=O)Oc2ccccc2C(=O)O)c(C)c1	105	/	105	108	/	/	107	/
N#Cc1ncc(-c2cc(F)c(F)c(F)c2)c(NC2CCCCCC2)n1	85	96	92	73	79	73	131	100
Nc1nn2c(-c3cc4cc(Br)ccc4oc3=O)ccnc2c1N=Nc1ccc(F)cc1	94	119	19	92	89	109	104	97
COc1cc(/C=N/NC(=O)c2ccc(S(C)(=O)=O)cc2)ccc1O	103	86	102	92	101	102	97	97
c1ccc2c(-c3nn4cc(-c5nccs5)nc4s3)c[nH]c2c1	81	99	84	68	59	100	84	114
COc1cccc(CNc2ccc(N3CCOCC3)c(C(=O)O)c2)c1OCc1ccccc1	101	93	79	99	86	99	92	105
CCNc1cccc(S(=O)(=O)O)c1	98	96	110	104	96	96	104	/
OCCN1CCN(c2nc(Nc3ccc(-c4nc5ccccc5[nH]4)cc3)c3cn[nH]c3n2)CC1	-89*	-84*	-77*	-68*	-74*	-47*	-74*	-52*
CCOC(=O)c1sc(/N=C2\NC(=O)/C(=C3/C(=O)N(C)c4ccc(Cl)cc43)S2)nc1C	104	107	97	114	94	109	87	93
COc1cc(/C(=C2/O[C@@H]([C@H]3COC(C)(C)O3)[C@H]3OC(C)(C)O[C@@H]23)c2ccc3c(c2)OCO3)cc(OC)c1OC	47	/	22	56	45	/	29	80
C=C1CC[C@H](O)C/C1=C/C=C1\CCCC2(C)C1CCC2C(C)CCCC(C)C (stereo partly specified)	93	114	94	85	95	100	105	117
Nc1cc(N)nc(SCC(=O)O)n1	97	100	95	105	105	100	103	109
CC(=O)Nc1ncc(Sc2ccc([N+](=O)[O-])cc2)s1	97	100	119	98	100	/	123	118
CC[C@]12C=CCN3CC[C@@]4(c5ccc(OC)cc5N(C)[C@H]4[C@@](O)(C(=O)OC)[C@@H]1OC(=O)CCC(=O)N[C@@H](Cc1c[nH]c4ccccc14)C(=O)OC)[C@@H]32	84	54	68	68	90	79	57	115
Cc1cccc2ccccc12	99	106	101	109	84	107	103	100
O=C(Cn1cc(CN2C(=O)C3CCCN3C(=O)c3ccccc32)nn1)Nc1cccc(Cl)c1 (stereo unspecified)	95	100	97	92	90	90	94	100

Arranged by molecular weight (highest first): 15 of the compounds above
SMILES	LOX IMVI	SK-MEL-2	MDA-MB-231	T-47D	MCF7	HS 578T	MALME-3M	BT-549
CC[C@]12C=CCN3CC[C@@]4(c5ccc(OC)cc5N(C)[C@H]4[C@@](O)(C(=O)OC)[C@@H]1OC(=O)CCC(=O)N[C@@H](Cc1c[nH]c4ccccc14)C(=O)OC)[C@@H]32	84	54	68	68	90	79	57	115
COC(=O)[C@]1(C)CCC[C@]2(C)[C@H]3C[C@H]4C(C(C)C)=C[C@]3(CC[C@H]21)[C@H]1[C@@H]4[C@@H](OCCc2nn[nH]n2)CC[C@@H]1OCCc1nn[nH]n1	92	87	72	80	67	87	84	85
Nc1nn2c(-c3cc4cc(Br)ccc4oc3=O)ccnc2c1N=Nc1ccc(F)cc1	94	119	19	92	89	109	104	97
O=C(Cn1cc(CN2C(=O)C3CCCN3C(=O)c3ccccc32)nn1)Nc1cccc(Cl)c1 (stereo unspecified)	95	100	97	92	90	90	94	100
CCOC(=O)c1sc(/N=C2\NC(=O)/C(=C3/C(=O)N(C)c4ccc(Cl)cc43)S2)nc1C	104	107	97	114	94	109	87	93
COc1cccc(CNc2ccc(N3CCOCC3)c(C(=O)O)c2)c1OCc1ccccc1	101	93	79	99	86	99	92	105
C=C1CC[C@H](O)C/C1=C/C=C1\CCCC2(C)C1CCC2C(C)CCCC(C)C (stereo partly specified)	93	114	94	85	95	100	105	117
COc1cc(/C=N/NC(=O)c2ccc(S(C)(=O)=O)cc2)ccc1O	103	86	102	92	101	102	97	97
N#Cc1ncc(-c2cc(F)c(F)c(F)c2)c(NC2CCCCCC2)n1	85	96	92	73	79	73	131	100
CCCOc1cc(C)c(C(=O)Oc2ccccc2C(=O)O)c(C)c1	105	/	105	108	/	/	107	/
O=C(Nc1ccccc1Cl)Oc1ccc(-c2ccccc2)cc1	106	120	107	106	110	180	122	113
Cc1c(-c2ccc3c(c2)OCO3)no[n+]1[O-]	98	109	99	93	95	104	116	112
CCNc1cccc(S(=O)(=O)O)c1	98	96	110	104	96	96	104	/
Nc1cc(N)nc(SCC(=O)O)n1	97	100	95	105	105	100	103	109
Cc1cccc2ccccc12	99	106	101	109	84	107	103	100

New compounds follow.
SMILES	LOX IMVI	SK-MEL-2	MDA-MB-231	T-47D	MCF7	HS 578T	MALME-3M	BT-549
COc1cc(CNC(=O)CSc2nc3ccccc3c(=O)n2Cc2cc(OC)c(OC)c(OC)c2)cc(OC)c1OC	100	96	94	90	93	110	97	104
CCC(=O)NCCNc1nccc(Nc2ccc(S(=O)(=O)Nc3ccccn3)cc2)n1	100	97	115	100	96	95	107	103
CC1COCC(C)N1C1=C(Cl)C(=O)c2ccccc2C1=O (stereo unspecified)	7.8*	24	67	-55*	51	100	75	76
C=CCOc1cc(C)ccc1C	100	123	108	111	96	118	103	113
Cn1cc(C(=O)c2nc(-c3c[nH]c4ccc(Br)cc34)no2)c2ccccc21	94	93	88	78	77	91	92	97
COc1ccc2[nH]c(O)c(/C=c3/cc4c(c(-c5cc(OC)c(OC)c(OC)c5)n3)=Nc3ccccc3-4)c2c1	65	83	32	79	23	74	95	70
Cc1ccc(C(=O)N(CCCN)[C@@H](c2nc3cc(Cl)ccc3c(=O)n2Cc2ccccc2)C(C)C)cc1	-90*	-43*	-76*	-42*	-61*	-13*	-79*	24
O=C(c1ccccc1)c1c(/C=C/c2ccc(Cl)cc2)c2ccccc2[nH]c1=O	102	94	90	73	90	103	110	91

High-throughput results: PubChem, NCI

Rows were taken by chance; overall some 11% were active at least once.
